MgcRacGAP inhibition = MgcRacGAP GTPase-activating activity inhibitors, confirmation, biochemical, ADP Hunter fluorescence; inhibition, % at 30 µM; hits with a dose series show IC50 in µM; MgcRacGAP-stimulated Rac1 GTP hydrolysis, ADP Hunter fluorescence; higher % means a stronger effect; GST-tagged Rac1 F28L mutant substrate; 340,000 compounds, 0.6% hits;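 active = first-screen hits whose inhibition reached a set limit at any dose in the follow-up dose series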;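 also: fluorescence reports GDP produced by GAP-driven GTP hydrolysis; strong numbers were not always called active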
UTI89 phage lysis = inhibition of K1F phage lysis, E. coli UTI89, bacterial capsule biogenesis inhibitors, alamar blue (AID 488966); 340,000 compounds, 0.02% hits; one-dose inhibition, % at 100 µM; IC50 in µM for titrated hits; E. coli UTI89 K1F phage lysis, alamar blue, 2 h; higher % means a stronger effect;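 active = phage lysis inhibition, versus mean bacterial control, above a set limit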;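 also: capsule biogenesis inhibitors block K1F phage lysis so surviving cells raise fluorescence; higher fluorescence means more inhibition of phage lysis; actives were called in the ten point dose series up to 300 µM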
HIV fusion peptide = inhibitors of HIV fusion peptide binding, primary screen, biochemical, uHTS, fluorescence dequenching (AID 1986) | cell-free peptide binding, fluorescence dequenching, 30 min; higher % means a stronger effect | one-dose inhibition, % at 20 µM; IC50 in µM for titrated hits | 290,000 compounds, 0.3% hits; in the data active = inhibition mostly above about 52%, no sharp cut-off; inactive = mostly below about 76%; also: some results filed as inactive read as strong as hits
GPR35 arrestin U2OS = inhibition of zaprinast-stimulated GPR35 beta-arrestin translocation – imaging, U2OS, beta-arrestin-GFP, zaprinast agonist, primary screen (AID 2058); U2OS GPR35 beta-arrestin-GFP translocation imaging, zaprinast antagonism; higher % means a stronger effect; 290,000 compounds, 0.052% hits; inhibition, % at 10 µM; hits with a dose series show IC50 in µM;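 active = inhibition of at least 50% with at least 30 cells and total cytoplasm GFP at most 10,000,000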
NS5 inhibitors = Dengue-2 NS5 methyltransferase inhibitors, primary screen, biochemical, confirmation dose response (AID 588689) | Dengue-2 NS5 methyltransferase capping enzyme assay, biochemical; higher % means a stronger effect | inhibition, % at 25 µM, or IC50 in µM where a hit was titrated | 340,000 compounds, 0.3% hits; in the data active = a potency from the dose series
Large T inhibition = SV40 large T antigen inhibitors, biochemical (AID 1903) | SV40 large T antigen ATPase/helicase inhibition assay; higher % means a stronger effect | inhibition, % at 20 µM; hits with a dose series show IC50 in µM | 310,000 compounds, 0.39% hits; in the data active = a potency from the dose series; also: strong numbers were not always called active
Salmonella PhoP GFP = inhibitors of PhoP regulon expression, primary screen, Salmonella Typhimurium, GFP reporter (AID 1863) | S. Typhimurium PhoP-regulated promoter GFP reporter, 4 h; higher % means a stronger effect | one-dose inhibition, % at 50 µM; IC50 in µM for titrated hits | 300,000 compounds, 0.16% hits;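 active = inhibition over 29.93%, a cutoff 3 SD above the screen mean, later confirmed by dose response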;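 also: 0% = low Mg2+ inducing control and 100% = high Mg2+ repressing control; strong numbers were not always called active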
GPR55 antagonists = GPR55 antagonists blocking LPI-driven arrestin recruitment, primary screen, imaging, U2OS, beta-arrestin-GFP, LPI agonist (AID 2013); U2OS GPR55 beta-arrestin-GFP translocation imaging, LPI antagonism; higher % means a stronger effect; inhibition, % at 10 µM; hits with a dose series show IC50 in µM; 290,000 compounds, 0.13% hits;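 active = spots per cell inhibited over 60%, with over 100 cells counted and total cytoplasm intensity under 500,000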;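 also: U2OS cells stably carrying GPR55 and arrestin-GFP stimulated by 5 µM LPI near EC80; imaged beta-arrestin-GFP aggregate spots per cell after agonist stimulation; plate controls were LPI-stimulated DMSO wells for no effect and DMSO wells without LPI for full effect; some results filed as inactive read as strong as hits; confirmed hits need IC50 under 10 µM and bright autofluorescent wells are also inconclusive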
RSV antiviral HEp-2 = inhibition of RSV-induced cytopathic effect – HEp-2 cells, primary 10 µM value included (AID 2391); HEp-2 cells, RSV-induced CPE inhibition; higher % means a stronger effect; 310,000 compounds, 0.13% hits; one-dose CPE inhibition, % at 10 µM; IC50 in µM for titrated hits; in the data active = a potency from the dose series; also: strong numbers were not always called active
NS5 inhibitors pilot replicate = recorded beside NS5 inhibitors, whose call it bears; inhibition, %; measured here: pilot screen replicate inhibition
The depositor's hits bear a star; . = no result given; [ ] = another dose, or the depositor's remark. No enrichment for hits; 1.5% or so of the library scored in one or more.

SMILES	MgcRacGAP inhibition	UTI89 phage lysis	HIV fusion peptide	GPR35 arrestin U2OS	NS5 inhibitors	Large T inhibition	Salmonella PhoP GFP	GPR55 antagonists	RSV antiviral HEp-2	others
CC(C)C(C)NC(=O)COc1ccc(S(=O)(=O)N2CCOCC2)cc1Cl (configuration not stated)	2.1%	-0.2%	-1.4%	28.8%	-3.9%	3.7%	-2.2%	-25.0%	-0.2%
O=C(OCC(=O)N1CCN(S(=O)(=O)c2ccc(Cl)cc2)CC1)C1CCC1	0.5%	2.3%[50 µM]	.	.	-2.2%	0.8%	-2.5%	.	-1.1%
CCOC(=O)Cc1cc(=O)n2[nH]c(C)c(-c3ccc(OC)cc3)c2n1	24.4%	0.7%	9.6%	0.1%	5.5%	19.7%	-11.8%	-1.3%	0.7%
Cc1c(C)c2ccc(OCC(=O)N3CCN(c4ccc(F)cc4)CC3)c(C)c2oc1=O	14.9%	0.3%	-2.4%	2.8%	-7.9%	3.8%	-3.3%	8.5%	2.4%
CCCCOCCCNC(=O)N[C@H](C(=O)OC)C(C)C	0.6%	-0.4%	0.1%	-0.4%	-2.8%	2.0%	-4.8%	-0.3%	1.2%
Cn1ncc(Br)c1C(=O)NC1C2CC3CC(C2)CC1C3 (configuration not stated)	4.5%	5.8%	-2.4%	9.0%	-0.7%	-4.4%	13.5%	10.3%	-0.5%
CC(=O)N1CCN(C(=O)CCNS(=O)(=O)c2ccc(Br)cc2)CC1	-1.5%	0.9%[50 µM]	.	.	-9.2%	.	.	.	1.0%
COc1cc(/C=N/NC(=O)c2ccncc2)cc(OC)c1OC	16.6%	0.2%	-0.4%	-4.5%	.	7.3%	-5.0%	-9.0%	3.0%
COc1ccccc1N1C(=O)c2ccc(C(=O)Nc3ccc(C(=O)O)cc3)cc2C1=O	10.2%	0.1%	0.5%	2.7%	2.0%	27.9%	-0.8%	-2.8%	-0.1%
COc1ccc(SC[C@H](C)CN2CC[C@H](C)CCC2=O)cc1	6.5%	0.0%	.	.	0.0%	.	.	.	1.3%
CCc1ccc(N2CC(C(=O)Nc3ccc(S(=O)(=O)NCC4CCCO4)cc3)CC2=O)cc1 (configuration not stated)	4.7%	-0.2%	4.4%	18.4%	-2.4%	7.2%	-10.4%	-10.0%	6.4%
C/C(=N\NC(=O)c1cc(-c2cccc([N+](=O)[O-])c2)n[nH]1)c1ccc(F)cc1	.	.	-3.3%	-7.8%	.	8.7%	1.4%	-5.2%	0.4%
Cc1cc(C)cc(C(=O)N2CCN(Cc3ccc4c(c3)OCO4)CC2)c1	0.9%	0.9%	0.0%	-1.7%	-2.4%	6.3%	-7.2%	8.8%	1.0%
O=C(CNC(=S)N(Cc1ccccc1)Cc1cccnc1)NCCc1ccccc1	1.5%	-0.3%[50 µM]	1.2%	-4.3%	2.6%	-0.2%	6.2%	9.3%	0.1%
Cc1ccccc1S(=O)(=O)Nc1nc2ccccc2nc1Cl	5.2%	0.5%	7.6%	1.1%	-3.7%	8.3%	-7.2%	8.6%	0.2%
COc1cc(C(C)=O)ccc1Oc1ncnc2c1cnn2-c1ccc(C)c(C)c1	5.8%	0.3%	1.3%	10.1%	-9.8%	1.6%	-2.9%	-7.9%	4.7%
CC(C)(C)NC(=O)NC(=O)CN1CCN(S(=O)(=O)/C=C/c2ccccc2)CC1	5.6%	1.0%	-2.2%	-5.2%	-12.5%	27.4%	3.2%	2.5%	0.8%
COc1ccc(OCC(=O)Nc2cc(-c3nn(C)c(=O)c4ccccc34)ccc2N2CCOCC2)cc1	7.0%	0.8%	-1.3%	13.2%	-7.7%	9.7%	1.4%	8.5%	1.6%
CCOC(=O)N1CCN(C(=O)COc2cccc3c2CCN(Cc2ccccc2C)C3=O)CC1	-0.3%	5.3%	-1.9%	17.0%	-1.5%	16.0%	8.1%	3.6%	1.7%
COc1ccc(Nc2nc(CC(C)=O)ns2)cc1OC	8.4%	1.2%	1.4%	31.3%	-8.1%	-1.7%	2.4%	5.9%	0.4%
Cc1cc(=O)n2c3ccccc3n(C)c2n1	5.1%	0.7%	-0.2%	-13.6%	-2.4%	11.6%	-6.7%	16.0%	4.5%
CCOC(=O)C1=C(O)C(=O)N(c2ccc(S(N)(=O)=O)cc2)C1c1ccccc1 (configuration not stated)	3.8%	0.6%	4.0%	6.5%	2.7%	9.1%	4.6%	-24.1%	3.0%
COC(=O)[C@H](Cc1ccccc1)NC(=O)N1CCN(Cc2ccccc2)CC1	9.5%	2.8%	-1.7%	3.5%	-7.2%	4.5%	1.9%	-0.5%	0.8%
Cc1cccc(NC(=O)C[n+]2cccc(C)c2)c1	9.6%	0.3%	2.6%	7.7%	1.3%	7.2%	-0.9%	11.4%	1.0%	NS5 inhibitors pilot replicate=-1.2
Cc1ccc(F)cc1NC(=O)N1CCNC(=O)C1CC(=O)Nc1cc(Cl)ccc1Cl (configuration not stated)	7.8%	-0.1%	1.0%	-5.2%	-1.9%	29.9%	2.3%	12.7%	1.1%
(more compounds)
SMILES	MgcRacGAP inhibition	UTI89 phage lysis	HIV fusion peptide	GPR35 arrestin U2OS	NS5 inhibitors	Large T inhibition	Salmonella PhoP GFP	GPR55 antagonists	RSV antiviral HEp-2	others
CC(=O)c1ccc(Oc2cc(-c3ccccc3)nc(-c3ccccc3)n2)cc1	5.5%	1.5%[50 µM]	-0.3%	9.8%	-2.6%	6.5%	12.3%	5.1%	6.8%
CC(C)Cn1cc(C(=O)NCc2cccs2)c2c3ccccc3n(C)c2c1=O	5.1%	0.6%	3.5%	13.2%	-1.4%	2.1%	2.5%	23.2%	0.5%
COc1ccc(C(=O)O)c(O)c1	0.2%	5.6%	.	.	-6.3%	15.0%	1.5%	.	0.9%
CC(C)(C)c1ccc(CN2N=C(/C=C/c3ccccc3)CCC2=O)cc1	8.3%	-0.9%	-0.8%	-28.9%	-2.9%	5.1%	-7.8%	8.9%	3.9%
CCN(CC)S(=O)(=O)c1ccc(C(=O)N2CCc3ccccc32)cc1	6.9%	0.3%	-0.2%	2.4%	-4.5%	3.9%	-1.7%	0.7%	1.9%
CCOc1ccc(C(=O)Nc2ccc(S(=O)(=O)N3CCN(C)CC3)cc2)cc1	2.6%	0.1%	-0.8%	-1.9%	1.4%	6.3%	8.0%	-1.4%	1.6%
Cc1cc(C)c2c(c1)[C@@H]1C=CC[C@@H]1[C@H](c1ccc(S(=O)(=O)N3CCOCC3)cc1)N2	2.5%	2.8%	20.7%	8.9%	-6.5%	4.0%	1.8%	-6.4%	0.2%
COc1ccc(NC(=O)C2CCN(S(=O)(=O)c3c(C)noc3/C=C/N(C)C)CC2)cc1	9.2%	0.2%	-1.1%	-7.8%	-18.6%	4.5%	3.8%	4.2%	2.2%
Cc1occc(=O)c1OCc1ccc(F)cc1	7.0%	0.2%	1.1%	4.3%	0.7%	21.7%	2.9%	4.8%	0.7%
Cc1cccc(/N=C/c2c(C)[nH]n(-c3ccccc3)c2=O)n1	-6.1%	0.0%	1.0%	-1.9%	-1.6%	10.4%	-11.7%	-1.0%	-1.0%
O=C(CN1C(=O)NC2(CCCC2)C1=O)Nc1ccc(Cl)cc1C(F)(F)F	9.5%	0.2%	0.7%	4.9%	0.0%	7.9%	-1.0%	1.1%	1.3%
CC(C)S(=O)(=O)C/C(N)=N/OS(=O)(=O)c1ccc(Cl)cc1	9.1%	0.6%	-0.3%	-13.6%	-0.8%	5.4%	-5.2%	5.7%	0.3%
Cc1ccc(N2NC(=O)/C(=C/c3ccc(-c4ccc(Cl)c(C(=O)O)c4)o3)C2=O)cc1	24.0%	0.0%	29.4%	-16.0%	15.4%	14.8%	2.7%	-6.7%	0.4%
CS(=O)(=O)N(CC(=O)N1CCC(C(N)=O)CC1)c1ccc(Oc2ccccc2)cc1	12.1%	0.7%	1.0%	-10.3%	-8.3%	0.8%	-2.4%	8.5%	-0.4%
O=C1c2cc(S(=O)(=O)NCCCO)ccc2-c2ccc(S(=O)(=O)NCCCO)cc21	6.3%	0.2%	1.6%	2.5%	-1.4%	17.2%	9.7%	22.5%	2.0%	NS5 inhibitors pilot replicate=-4.9
O=C(NC1CCN(Cc2nnnn2CCc2ccccc2)CC1)c1ccccc1F	8.0%	0.6%	-2.6%	3.0%	-1.4%	-1.9%	2.0%	-1.3%	1.0%	NS5 inhibitors pilot replicate=-2.1
CC(C)(C)NC(=O)C(c1ccc(O)cc1)N(C(=O)CCC(=O)Nc1nccs1)c1cccc(F)c1 (configuration not stated)	9.0%	-2.9%	-0.6%	14.1%	-3.9%	21.5%	-5.0%	-13.3%	3.1%
CN(C)S(=O)(=O)c1cccc(NC(=O)c2ccc(Sc3nncn3C)c([N+](=O)[O-])c2)c1	12.6%	0.5%	-3.4%	-16.2%	-1.2%	11.2%	3.3%	-7.3%	0.5%
O=C(CC1CS(=O)(=O)CC1CC(=O)Nc1ccc2c(c1)OCCO2)Nc1ccc2c(c1)OCCO2 (configuration not stated)	13.8%	-0.4%	1.6%	-0.6%	3.9%	11.5%	3.5%	1.0%	2.2%
O=C(NCCCN1CCOCC1)c1cc2c(=O)[nH]c3ccccc3c2s1	14.3%	-2.4%	-1.3%	7.3%	-8.8%	0.4%	3.2%	-9.3%	0.4%
O=C(COc1ccc2c3c(c(=O)oc2c1)CCCC3)N1CCN(c2ccc(F)cc2)CC1	8.0%	0.1%	-0.3%	-14.5%	1.8%	27.8%	2.9%	12.5%	2.4%
O=C1CCc2cc(S(=O)(=O)NCCC(=O)N3CCN(c4cccc(Cl)c4)CC3)ccc2N1	8.7%	-0.1%	-0.8%	5.6%	-8.5%	1.0%	4.9%	3.9%	-1.6%
CCn1nc(C(=O)OC(C(=O)c2c[nH]c3ccccc23)c2ccccc2)c2ccccc2c1=O (configuration not stated)	6.2%	2.0%	1.2%	-4.3%	-3.2%	-2.6%	35.2%	6.6%	2.9%
CN(CCOC(=O)c1cccc(F)c1)Cc1ccccc1	5.3%	0.0%	-2.6%	-0.5%	-8.1%	-14.2%	12.9%	15.8%	2.0%
CC(C)(C)N(Cc1ccccc1)C(=O)COC(=O)CCc1c[nH]c2ccccc12	7.7%	2.1%	1.7%	-5.9%	-7.3%	9.7%	-10.5%	4.8%	2.3%
COc1ccccc1CCC(=O)NCCCn1ccc2ccccc21	2.9%	0.1%	-0.4%	16.3%	0.0%	-9.4%	1.0%	-4.2%	2.5%

Bioassay records from PubChem.
